Myeloid diff MLP – promotes myeloid progenitor differentiation; ER-HoxA9 myeloid progenitors, lysozyme-GFP differentiation, flow cytometry; calls only at 10 µM; 1% of 360,000 active;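 active = normalized GFP-positive differentiation at or above the plate's own cutoff, the solvent-only control mean plus 3 SD; inconclusive = no clear call, values can overlap the other calls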;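 note: cells exposed to compound for four days before flow analysis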
PhoP inhibition – PhoP-dependent GFP reporter repression – Salmonella Typhimurium, primary screen (AID 1863); S. Typhimurium PhoP-regulated promoter GFP reporter, 4 h; higher % means a stronger effect; 0.16% of 300,000 active; inhibition, % at 50 µM; hits with a dose series show IC50 in µM;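 active = inhibition over 29.93%, a cutoff 3 SD above the screen mean, later confirmed by dose response; inconclusive = inhibition over 29.93% but no dose response follow-up; inactive = inhibition at most 29.93% or unconfirmed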;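 note: 0% = low Mg2+ inducing control and 100% = high Mg2+ repressing control; strong numbers were not always called active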
RSV CPE inhibition – RSV antiviral activity via CPE protection, HEp-2 cells, primary 10 µM value included (AID 2391). HEp-2 cells, RSV-induced CPE inhibition; higher % means a stronger effect. one-dose CPE inhibition, % at 10 µM; IC50 in µM for titrated hits. 0.13% of 310,000 active; in the data active = a potency from the dose series; inconclusive = CPE inhibition mostly from about 23% at the one dose, without a potency; inactive = the rest, 99 in 100 with CPE inhibition below about 21%; note: strong numbers were not always called active
T cell HTS – modulates CD8 T cell binding to vesicles. calls only at 7 µM. 2C CD8+ T cell-vesicle binding, flow cytometry; active compounds read low. 0.068% of 330,000 active;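 active = response, share of CD8 T cells binding vesicles, and their 90th percentile fluorescence all below set limits, cut at about 80% in these data, passing the limit was not always enough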
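Benchmarks: naked versus QL9-loaded vesicles / Assay system: purified 2C TCR transgenic mouse naive CD8+ T cells / Technique: high-throughput flow cytometry with anti-B7-1 and anti-CD8 staining / Timing: Cell–vesicle co-incubation 1.5 h at 37 °C, staining 20 min on ice / Read-out: percent CD8+ FL2 mean versus row control / Probe or stimulus: QL9-loaded Drosophila micro-vesicles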
MgcRacGAP inhibition – MgcRacGAP GTPase-activating activity inhibitors, confirmation, biochemical, ADP Hunter fluorescence; MgcRacGAP-stimulated Rac1 GTP hydrolysis, ADP Hunter fluorescence; higher % means a stronger effect; GST-tagged Rac1 F28L mutant substrate; inhibition, % at 30 µM; hits with a dose series show IC50 in µM; 0.6% of 340,000 active; AID 624330;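 active = first-screen hits whose inhibition reached a set limit at any dose in the follow-up dose series; inconclusive = inhibition above the set first-screen limit but never retested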;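 note: fluorescence reports GDP produced by GAP-driven GTP hydrolysis; strong numbers were not always called active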
West Nile virus CPE – West Nile virus antiviral activity, cell-based, CPE readout (AID 1621); West Nile virus-infected cells, CPE inhibition; higher % means a stronger effect; CPE inhibition, % at 10 µM; hits with a dose series show IC50 in µM; 0.02% of 290,000 active; in the data active = a potency from the dose series; inconclusive = CPE inhibition mostly from about 3.7% at the one dose, without a potency; inactive = the rest, 99 in 100 with CPE inhibition below about 2.2%; note: strong numbers were not always called active
WT yeast gro inh – growth inhibition of WT yeast, mitochondrial fusion screen | mitochondrial fusion phenotypic screen, WT strain | 2.1% of 190,000 active | inhibition, % at 10 µM | AID 1362; in the data active = inhibition above about 58%; tested in S. cerevisiae
b-catenin transl – beta-catenin nuclear translocation modulation. HeLa beta-catenin nuclear translocation, immunofluorescence imaging. nuclear translocation activity, % at 5 µM. 0.3% of 190,000 active;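 active = nuclear translocation activity above 50% at 5 µM, with a well cell count of 50 or more; inconclusive = wells under 50 cells across six images, flagged as toxic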;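 note: per-cell ratio of nuclear to cytoplasmic median beta-catenin stain intensity; plate controls were DMSO negative control for no effect and GSK-3 inhibitor IX positive control for full effect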
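Test system: HeLa cells, endogenous beta-catenin; Compound: single 5 µM dose plus 0.02–20 µM confirmation series; Times: compound exposure 24 h at 37°C; Signal: fluorescence imaging of beta-catenin antibody stain plus DAPI; Read-out: % activation, nuclear-to-cytoplasmic median beta-catenin signal ratio per cell.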
Large T inhibition – TAg ATPase/helicase activity blockers – biochemical (AID 1903); SV40 large T antigen ATPase/helicase inhibition assay; higher % means a stronger effect; one-dose inhibition, % at 20 µM; IC50 in µM for titrated hits; 0.39% of 310,000 active; in the data active = a potency from the dose series; inconclusive = inhibition mostly from about 32% at the one dose, without a potency; inactive = the rest, 99 in 100 with inhibition below about 32%; note: strong numbers were not always called active
WT yeast gro inh mutant strain – further read-out of WT yeast gro inh, marked with its call; inhibition, %; mitochondrial fusion phenotypic screen, mutant strain inhibition
b-catenin transl cell count 5 µM – also measured in b-catenin transl; calls as there; cell count; measured here: cell count, cytotoxicity flag
T cell HTS vesicle-bound % – further read-out of T cell HTS, marked with its call; double positive events, %; measured here: CD8+ vesicle-bound cell fraction;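 binding gate set so that unloaded-vesicle control wells show 10% double positive cells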
Myeloid diff MLP GFP+ MAC1+ % – recorded beside Myeloid diff MLP, whose call it bears; GFP+ MAC1+ double positive, %; measured here: differentiation confirmed by MAC1 staining
Active calls of the source: *; i = inactive; ? = inconclusive; . = not tested or not shown.

SMILES | Myeloid diff MLP | Myeloid diff MLP GFP+ MAC1+ % | PhoP inhibition | RSV CPE inhibition | T cell HTS | T cell HTS vesicle-bound % | MgcRacGAP inhibition | West Nile virus CPE | WT yeast gro inh | WT yeast gro inh mutant strain | b-catenin transl | b-catenin transl cell count 5 µM | Large T inhibition
COc1ccccc1C1N=C(c2ccccc2C)NO1 (centres undefined) | i | 1.5 | -4% | 1.4% | i | 18 | 2% | 1.2% | . | . | . | . | 8%
NC(=O)COc1c(-c2ccc(Br)o2)oc2ccccc2c1=O | i | 0.4 | 0% | 2.5% | i | 25 | 9% | 0.1% | . | . | . | . | 8%
COc1ccc(NC(=O)c2cccn(CC=C(C)C)c2=O)cc1 | . | . | -3% | 9.4% | i | 42 | 5% | -0.8% | 6 | -6 | 0.0 | 1076 | 0%
CC1SCC(=NOCc2c(Cl)cccc2Cl)CS1 (centres undefined) | i | 1.2 | 3% | 1.8% | i | 2 | 9% | -0.6% | . | . | -0.6 | 1281 | 10%
COCc1ccc(CN2CCCC(CO)(Cc3ccccc3)C2)o1 (centres undefined) | i | 0.3 | 0% | 0.5% | i | 40 | 9% | -0.1% | 6 | 11 | 1.6 | 1080 | 27%
COc1cc(OC)c(OC)cc1/C=C1\CC(C)C/C(=C\c2cc(OC)c(OC)cc2OC)C1=O (centres undefined) | i | 0.0 | 0% | 9.2% | i | 50 | 7% | ? | . | . | . | . | 5%
O=C(COc1cc2oc(=O)c3c(c2cc1Cl)CCCC3)NCC1CCC(C(=O)O)CC1 (centres undefined) | ? | . | 3% | 0.0% | i | 5 | -31% | 0.2% | . | . | . | . | -2%
COc1cc(CCC(=O)O)on1 | i | 0.5 | -6% | 0.0% | i | 26 | 0% | 0.0% | . | . | -2.4 | 1112 | 6%
CC(C)c1ccc(NC(=O)CN2C(=O)c3ccccc3S2(=O)=O)cc1 | i | 0.3 | -3% | -0.5% | i | 14 | 7% | -0.3% | . | . | . | . | 20%
C/C(=N\NC(=O)c1ccccc1)c1ccccc1F | i | 0.3 | -4% | 2.0% | i | 55 | 4% | -0.2% | -7 | 10 | -6.4 | 1102 | 12%
CCC(=O)OCC(=O)c1c(N)n(Cc2ccccc2)c(=O)n(C)c1=O | i | 1.1 | -8% | 0.5% | i | 13 | 10% | -0.2% | -3 | 4 | -2.7 | 1356 | 6%
CC(=O)OC(C[N+]1(C)CCCCCC1)c1ccccc1 (centres undefined) | i | 0.3 | 6% | -0.2% | i | 19 | 5% | -0.2% | . | . | . | . | 29%
O=C(/C=C/c1ccc(F)cc1)NC(=S)N1CCOCC1 | i | 0.0 | . | 0.2% | i | 16 | -4% | -0.6% | -3 | -12 | -1.4 | 1534 | .
CC1CCCCN1CCn1c(=S)[nH]c2cc3c(cc2c1=O)OCO3 (centres undefined) | i | 0.6 | -1% | -2.4% | i | 17 | 14% | -1.2% | -1 | 5 | 0.2 | 1098 | 10%
Cc1ccc(S(=O)(=O)Nc2nnc(CC(C)(C)C)s2)cc1 | i | 0.4 | -4% | 0.9% | i | 60 | 5% | -0.3% | . | . | . | . | 9%
COc1cc(C2C(C#N)=C(N)OC3=C2C(=O)CC(C)(C)C3)cc([N+](=O)[O-])c1O (centres undefined) | i | 0.9 | 0% | 2.3% | i | 48 | 0% | 0.5% | . | . | 0.2 | 1310 | 20%
O=C(Nc1cccc(-c2ccc3nncn3n2)c1)c1ccco1 | i | 0.4 | 1% | 0.1% | i | 40 | 9% | -0.5% | -3 | 1 | . | . | 10%
CN=c1sc2ccccc2n1CC(O)COc1ccccc1 (centres undefined) | i | 5.4 | 7% | 1.7% | i | 17 | 4% | 0.3% | 21 | 1 | 3.5 | 1175 | 13%
CCOC(=O)C1C(c2ccc(O)c(O)c2)NC(=S)NC1(O)C(F)(F)F (centres undefined) | i | 0.3 | -7% | 0.5% | i | 25 | 9% | -0.7% | -34 | 15 | -0.5 | 1042 | 12%
CCN(CC)CCN(Cc1cc2cc(C)ccc2[nH]c1=O)C(=S)Nc1ccccc1 | i | 0.5 | 7% | 0.0% | i | 9 | 6% | -0.7% | -6 | 0 | -0.4 | 1497 | 2%
COc1ccc(OC)c(S(=O)(=O)NCc2cn3c(C)csc3n2)c1 | i | 2.8 | 11% | 4.1% | i | 43 | 4% | 0.0% | 1 | 7 | -0.1 | 1065 | 13%
N=c1n(CCN2CCCC2)c2ccccc2n1CC(O)c1ccc(Cl)c(Cl)c1 (centres undefined) | i | 0.5 | . | -0.8% | i | 48 | 9% | -2.2% | -2 | -7 | 19 | 638 | .
COc1ccc(CN(CC(=O)NC2CCCC2)C(=O)c2csnn2)cc1 | i | 0.6 | 1% | -0.1% | i | 41 | 1% | 0.2% | . | . | . | . | 0%
O=C(O)c1ccccc1-c1csc(-c2ccccc2)n1 | i | 0.1 | 9% | 0.7% | i | 36 | 8% | 0.6% | -9 | 3 | 0.0 | 1545 | 10%
CN(C)/C=N/c1nccc(-c2cccs2)n1 | i | 0.2 | 1% | -0.8% | i | 23 | -8% | 0.1% | 1 | 1 | -2.4 | 1061 | 12%
CCOc1ccc(C(=O)Cn2cnnc2C#N)cc1 | i | 0.8 | 2% | 1.9% | i | 26 | 6% | -0.7% | . | . | . | . | 30%
CC1(C)CC(n2c(=S)[nH]c3ccccc3c2=O)CCO1 (centres undefined) | i | 0.9 | -6% | -0.1% | i | 52 | 3% | . | 5 | 5 | -1.1 | 1055 | 3%
CC(c1ccccc1)N1C(=O)c2ccc(C(=O)NCc3cccnc3)cc2C1=O (centres undefined) | i | 0.8 | 10% | 1.0% | i | 12 | 4% | 0.4% | . | . | . | . | 2%
COc1cc(C(=O)N2CCCN(C)CC2)cc(OC)c1C | i | 0.3 | 3% | 1.5% | i | 34 | 8% | -0.1% | . | . | . | . | -2%
CCOc1c(Cl)cc(CNc2nnnn2C)cc1OC | i | 0.5 | 5% | 1.0% | i | 20 | 5% | -0.5% | . | . | . | . | 3%
O=C(O)CSc1ncnc2scc(-c3ccccc3)c12 | i | 0.3 | -11% | 0.8% | i | 53 | 5% | 0.2% | . | . | -0.5 | 1372 | 4%
Cc1ccc(F)cc1NC(=O)CSCc1c(C)noc1C | i | 0.2 | . | -0.4% | i | 54 | 3% | . | . | . | . | . | .
O=C1NC(Cc2ccccc2)C(=O)N1CC(=O)N1CCCc2ccccc21 (centres undefined) | i | 0.1 | -3% | -1.1% | i | 50 | 2% | -0.2% | 2 | 11 | -3.0 | 990 | 5%
O=C(CN1C(=O)S/C(=C\c2cccs2)C1=O)Nc1ccc(O)cc1C(=O)O | ? | . | 8% | 3.5% | i | 44 | 1% | 0.3% | . | . | . | . | 30%
CCOC(=O)CNC(=O)/C=C/c1c(Cl)cccc1Cl | i | 1.0 | 17% | 0.7% | i | 46 | 0% | 0.7% | -3 | -15 | -4.3 | 445 | -1%
Oc1ccc(C(=S)N2CCCCC2)cc1 | i | 1.0 | 3% | 0.7% | i | 14 | 18% | -0.1% | 4 | 14 | . | . | 4%
CCCCOC(=O)C1=C(C)Nc2nnnn2C1c1ccccc1Cl (centres undefined) | i | 0.6 | 7% | ? | i | 13 | 5% | -0.9% | 6 | -8 | -2.4 | 1256 | -2%
CC(C)(C)OC(=O)N1CCCC1C(=O)N1CCc2ccccc21 (centres undefined) | i | 2.6 | -6% | 2.3% | i | 29 | -7% | -0.4% | -9 | -5 | 2.7 | 903 | 11%
O=C(c1ccco1)N(CCO)Cc1cc2cc3c(cc2[nH]c1=O)OCO3 | i | 0.4 | -4% | -0.2% | i | 48 | 2% | -0.8% | -2 | -20 | -1.9 | 1013 | 4%
COc1ccc(C)cc1NC(=O)c1ccc(OC(F)F)cc1 | i | 0.3 | 1% | 3.2% | i | 43 | 5% | -0.6% | 11 | -21 | -0.9 | 530 | 0%
O=C(CN1CCN(c2ccc(O)cc2)CC1)N1CCc2ccccc21 | i | 1.6 | 2% | -0.4% | i | 31 | 12% | -0.9% | . | . | . | . | 21%
CC(C)OCCCNC(=S)Nc1ccc2nc3n(c(=O)c2c1)CCCCC3 | i | 0.1 | 1% | 0.2% | i | 51 | 0% | -0.6% | -18 | 5 | -1.1 | 1129 | 23%
Cc1c(NC(=O)CSc2nncc3ccccc23)c(=O)n(-c2ccccc2)n1C | i | 1.3 | 6% | 1.0% | i | 30 | 5% | -0.3% | -7 | -8 | -0.7 | 1196 | 6%
Nc1nc(C23CC4CC(CC(Cl)(C4)C2)C3)cs1 | i | 0.4 | -11% | 0.8% | i | 24 | 7% | -0.4% | . | . | -0.9 | 1428 | 11%
Cn1cnnc1SCc1nnc(-c2ccccc2Br)o1 | i | 0.6 | -12% | 2.4% | i | 33 | -5% | -0.5% | -8 | -19 | 1.5 | 936 | 0%
O=C(CSC1=Nc2ccccc2C2CC=NN12)Nc1ccc(F)c(F)c1F (centres undefined) | i | 0.9 | . | 0.8% | i | 48 | 3% | . | . | . | . | . | .
CCOC(=O)C(=CNc1nc(-c2ccc3ccccc3c2)cs1)C(=O)OCC | i | 2.3 | -3% | 2.9% | i | 57 | 4% | -0.6% | . | . | . | . | 7%
Cc1ccc(C)c(CSC2=NN3CCCC(=O)N=C3S2)c1 | i | 0.5 | . | 2.2% | i | 36 | 4% | 0.6% | . | . | 0.5 | 1259 | 12%

One compound at a time, as listed above:
O=C(O)CSc1ncnc2scc(-c3ccccc3)c12 as listed: Myeloid diff MLP: i; Myeloid diff MLP GFP+ MAC1+ %: 0.3; PhoP inhibition: -11%; RSV CPE inhibition: 0.8%; T cell HTS: i; T cell HTS vesicle-bound %: 53; MgcRacGAP inhibition: 5%; West Nile virus CPE: 0.2%; WT yeast gro inh: .; WT yeast gro inh mutant strain: .; b-catenin transl: -0.5; b-catenin transl cell count 5 µM: 1372; Large T inhibition: 4%
COc1ccc(C)cc1NC(=O)c1ccc(OC(F)F)cc1 as listed: Myeloid diff MLP: i; Myeloid diff MLP GFP+ MAC1+ %: 0.3; PhoP inhibition: 1%; RSV CPE inhibition: 3.2%; T cell HTS: i; T cell HTS vesicle-bound %: 43; MgcRacGAP inhibition: 5%; West Nile virus CPE: -0.6%; WT yeast gro inh: 11; WT yeast gro inh mutant strain: -21; b-catenin transl: -0.9; b-catenin transl cell count 5 µM: 530; Large T inhibition: 0%

Screening data (PubChem BioAssay)
